From PubChem
HTRA1 inh = inhibitors of human serine peptidase HTRA1 | Q92743 | recombinant HTRA1, FP-rhodamine activity-based probe, fluorescence polarization | actives 0.5% (n = 340,000) | inhibition, % at 5.96 µM | AID 504803; in the data active = inhibition above about 36%;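 note: 0% = enzyme with DMSO and 100% = wells lacking enzyme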
SIAE primary = inhibitors of human sialic acid acetylesterase SIAE. SIAE FP-Rh probe binding, fluorescence polarization. AID 1053197. actives 0.69% (n = 370,000). inhibition, % at 9.66 µM. Q9HAT2;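 active = inhibition above a cutoff: mean of compounds within the control limits plus 3 SD of those, cut at about 17% in these data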;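 note: 0% = plate median of compound wells and 100% = probe without SIAE protein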
MBD2 inh = inhibitors of human MBD2 binding to methylated oligonucleotide; TR-FRET; inhibition, % at 4.4 µM; actives 0.31% (n = 370,000); in the data active = inhibition above about 13%
TDP2 inh = TDP2 (human) inhibition, absorbance primary screen; O95551; actives 0.34% (n = 370,000); inhibition, % at 12.8 µM; recombinant TDP2, T5PNP hydrolysis, p-nitrophenol absorbance 415 nm;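 active = inhibition above the mean of all tested compounds plus 3 SD, set per campaign, cut at about 25% in these data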;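 note: 0% = DMSO with enzyme and 100% = buffer with substrate but no TDP2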
Target sequence (O95551 whole entry, looked up): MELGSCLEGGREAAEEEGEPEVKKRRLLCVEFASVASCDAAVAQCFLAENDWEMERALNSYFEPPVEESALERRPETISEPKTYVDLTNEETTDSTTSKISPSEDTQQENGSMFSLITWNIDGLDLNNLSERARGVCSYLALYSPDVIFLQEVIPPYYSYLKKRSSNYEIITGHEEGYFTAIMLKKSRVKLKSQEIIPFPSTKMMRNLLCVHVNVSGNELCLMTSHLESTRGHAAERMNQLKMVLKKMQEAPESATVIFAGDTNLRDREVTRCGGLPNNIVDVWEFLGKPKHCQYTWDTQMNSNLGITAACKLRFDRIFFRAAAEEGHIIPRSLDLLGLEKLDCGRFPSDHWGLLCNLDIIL
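Material: recombinant human TDP2; quantity: TDP2 enzyme at 120 nM final; medium: Tris-HCl pH 7.5 with MgCl2; compound: single concentration, 12.8 µM nominal, with 1% DMSO; incubation: 2 h enzyme incubation at 37 °C; signal: epi absorbance; measure: percent inhibition; benchmarks: high control without enzyme, low control DMSO plus TDP2; repeats: singlicate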
ABHD4 inh = inhibitors of mouse ABHD4 | Q8VD66 | purified mABHD4, FP-Rh probe fluorescence polarization | inhibition, % at 8.92 µM | actives 0.54% (n = 370,000) | AID 720543;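 active = inhibition exceeding the mean over every tested compound plus 3 SD, cut at about 30% in these data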;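 note: 0% = plate median of compound wells and 100% = S159A mutant with DMSO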
Target sequence (Q8VD66 whole entry, looked up): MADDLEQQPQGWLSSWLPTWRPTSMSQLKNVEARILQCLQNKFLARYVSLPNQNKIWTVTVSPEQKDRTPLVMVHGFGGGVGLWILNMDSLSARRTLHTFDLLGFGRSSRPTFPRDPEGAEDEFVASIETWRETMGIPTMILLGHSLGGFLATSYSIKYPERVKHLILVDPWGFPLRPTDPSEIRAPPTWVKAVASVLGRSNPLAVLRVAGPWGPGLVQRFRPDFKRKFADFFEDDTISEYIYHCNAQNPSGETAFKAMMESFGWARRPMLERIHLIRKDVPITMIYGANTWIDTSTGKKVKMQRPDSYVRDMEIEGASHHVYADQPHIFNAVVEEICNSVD
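Assay system: wild-type mouse ABHD4 protein; compound: single nominal dose of 8.92 µM, 0.89% DMSO final; schedule: 45 min + 60 min at 25 °C; measured by: FP readout, ex 525 nm / em 598 nm; evaluation: % inhibition of FP-Rh probe binding versus controls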
PRMT1 inh = blocks human protein arginine methyltransferase 1 | Q99873 | recombinant PRMT1, activity-based probe fluorescence polarization | inhibition, % at 2.79 µM | actives 1.3% (n = 370,000) | AID 652257;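 active = inhibition above about 21% made by adding two undisclosed values, limit read from the data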
Target sequence (Q99873 whole entry, looked up): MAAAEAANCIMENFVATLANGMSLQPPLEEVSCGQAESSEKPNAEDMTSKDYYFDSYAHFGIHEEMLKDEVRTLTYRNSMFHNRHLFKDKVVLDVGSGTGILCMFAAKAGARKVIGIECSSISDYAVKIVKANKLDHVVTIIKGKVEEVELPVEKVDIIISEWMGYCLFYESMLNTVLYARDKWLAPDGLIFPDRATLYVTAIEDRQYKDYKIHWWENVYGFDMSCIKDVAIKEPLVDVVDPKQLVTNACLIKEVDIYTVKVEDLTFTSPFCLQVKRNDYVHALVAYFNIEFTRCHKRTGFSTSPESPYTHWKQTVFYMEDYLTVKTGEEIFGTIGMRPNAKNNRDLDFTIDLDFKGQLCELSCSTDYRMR
LEDGF integ inh = blocks HIV-1 LEDGF/p75-dependent DNA integration; AID 743269; TR-FRET IN-LEDGF/p75 DNA integration, Eu/Cy5; actives 0.64% (n = 370,000); inhibition, % at 3.7 µM;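 active = inhibition above the screen-wide mean plus 3 SD, cut at about 13% in these data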;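 note: signal is the Cy5 over europium emission ratio at 671 and 618 nm; 0% = plate median of compound wells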
GC-B act = GC-B (human) receptor activation; HEK293-GC-B cells, CNP EC30, cGMP TR-FRET; 0% at EC30 CNP, 100% saturating CNP; AID 1920062; activation, % at 10 µM; actives 0.11% (n = 370,000); P20594;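 active = activation at 10 µM reaching about 35% in either raw or pattern-adjusted values, limit read from the data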
TCR CD3 inh = inhibitors of human TCR-CD3 interaction | TAMRA-labeled TCR probe fluorescence, biochemical | inhibition, % at 9.4 µM | actives 0.37% (n = 360,000) | AID 651800; in the data active = inhibition above about 19%;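 note: recombinant mutant TCR 2C K166C tagged with TAMRA read by polarization; 0% = receptor in buffer alone and 100% = receptor with positive control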
rCAG binder = r(CAG) repeat RNA binding. TO-PRO-1 dye displacement fluorescence. inhibition, % at 3 µM. actives 1.3% (n = 370,000). AID 651821;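 active = inhibition above the plate cutoff, the mean of all test compounds on that plate plus 3 SD, cut at about 35% in these data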;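 note: 0% = DMSO alone and 100% = 100 µM mitoxantrone as full dye displacement; higher means more dye released from RNA so lower well fluorescence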
* hit, by the source's call. Only part of the results is shown (hit frequency here may not be typical).

Results for COC(=O)c1[nH]c2cccc(OC)c2c1NC(=O)CCN1CCN(c2ccccc2OC)CC1 ?
HTRA1 inh: -1; SIAE primary: 5; MBD2 inh: -4; TDP2 inh: 3; ABHD4 inh: 0; PRMT1 inh: -3; LEDGF integ inh: -2; GC-B act: -3; TCR CD3 inh: 2; rCAG binder: -1

What do the screens show for `Cc1ccc(Cl)c(OCC(=O)Nc2ccc3c(c2)OCCO3)c1`?
HTRA1 inh: 2; SIAE primary: 0; MBD2 inh: 5; TDP2 inh: 0; ABHD4 inh: -2; PRMT1 inh: 1; LEDGF integ inh: 0; GC-B act: 0; TCR CD3 inh: 2; rCAG binder: 0

Results for COCCCOc1cc(NCc2ccccc2)c2ncn(C(C)C)c2c1 ?
HTRA1 inh: 5; SIAE primary: 4; MBD2 inh: -5; TDP2 inh: 13; ABHD4 inh: 8; PRMT1 inh: 0; LEDGF integ inh: 4; GC-B act: 6; TCR CD3 inh: 3; rCAG binder: -9

Results for Fc1ccccc1Cc1nnc2n1N=C(c1ccc(Cl)cc1)CS2 ?
HTRA1 inh: -1; SIAE primary: 5; MBD2 inh: 3; TDP2 inh: -8; ABHD4 inh: -1; PRMT1 inh: 1; LEDGF integ inh: 3; GC-B act: -2; TCR CD3 inh: 13; rCAG binder: 3

Results for Nc1oc2ccccc2c(=O)c1C=O ?
HTRA1 inh: 8; SIAE primary: -5; MBD2 inh: 1; TDP2 inh: 6; ABHD4 inh: 1; PRMT1 inh: 0; LEDGF integ inh: -2; GC-B act: -1; TCR CD3 inh: -2; rCAG binder: 0

How did O=C(Cc1cccs1)Nc1cccc(-c2nc3ccccc3[nH]2)c1 do in these assays?
HTRA1 inh: -29; SIAE primary: -12; MBD2 inh: 2; TDP2 inh: -12; ABHD4 inh: -21; PRMT1 inh: -3; LEDGF integ inh: -5; GC-B act: 4; TCR CD3 inh: 5; rCAG binder: -1

What do the screens show for `Cc1sc(NC(=O)/C=C/c2ccc3c(c2)OCO3)nc1-c1ccccc1`?
HTRA1 inh: -66; SIAE primary: -36; MBD2 inh: 4; TDP2 inh: -8; ABHD4 inh: -14; PRMT1 inh: -2; LEDGF integ inh: -3; GC-B act: 0; TCR CD3 inh: 2; rCAG binder: 5

What do the screens show for `Cc1cc(C)nc(SCC(=O)Nc2ncc3c(n2)CC(C)(C)CC3=O)n1`?
HTRA1 inh: 2; SIAE primary: -8; MBD2 inh: 7; TDP2 inh: 4; ABHD4 inh: -6; PRMT1 inh: 5; LEDGF integ inh: 6; GC-B act: -6; TCR CD3 inh: -1; rCAG binder: 0

How did Cc1c(Cl)cccc1NC(=O)COC(=O)C12CC3CC(CC(O)(C3)C1)C2 do in these assays?
HTRA1 inh: 3; SIAE primary: 4; MBD2 inh: 2; TDP2 inh: -4; ABHD4 inh: -9; PRMT1 inh: 1; LEDGF integ inh: -5; GC-B act: 0; TCR CD3 inh: -4; rCAG binder: 4

What do the screens show for `CC(C)(C)OC(=O)NCCCCCNC(=O)c1[nH]cnc1C(=O)Nc1cccc(Cl)c1`?
HTRA1 inh: -3; SIAE primary: -6; MBD2 inh: -5; TDP2 inh: 1; ABHD4 inh: -1; PRMT1 inh: -3; LEDGF integ inh: 0; GC-B act: -4; TCR CD3 inh: 5; rCAG binder: -4

Three entries drawn at random from those above:
Results for COC(=O)c1[nH]c2cccc(OC)c2c1NC(=O)CCN1CCN(c2ccccc2OC)CC1 ?
HTRA1 inh: -1; SIAE primary: 5; MBD2 inh: -4; TDP2 inh: 3; ABHD4 inh: 0; PRMT1 inh: -3; LEDGF integ inh: -2; GC-B act: -3; TCR CD3 inh: 2; rCAG binder: -1

How did O=C(Cc1cccs1)Nc1cccc(-c2nc3ccccc3[nH]2)c1 do in these assays?
HTRA1 inh: -29; SIAE primary: -12; MBD2 inh: 2; TDP2 inh: -12; ABHD4 inh: -21; PRMT1 inh: -3; LEDGF integ inh: -5; GC-B act: 4; TCR CD3 inh: 5; rCAG binder: -1

What do the screens show for `Cc1ccc(Cl)c(OCC(=O)Nc2ccc3c(c2)OCCO3)c1`?
HTRA1 inh: 2; SIAE primary: 0; MBD2 inh: 5; TDP2 inh: 0; ABHD4 inh: -2; PRMT1 inh: 1; LEDGF integ inh: 0; GC-B act: 0; TCR CD3 inh: 2; rCAG binder: 0

(list continues)
What do the screens show for `Cc1ccc(CC(=O)Nc2nccs2)cc1C`?
HTRA1 inh: -1; SIAE primary: 5; MBD2 inh: 0; TDP2 inh: -14; ABHD4 inh: -5; PRMT1 inh: 2; LEDGF integ inh: 2; GC-B act: 5; TCR CD3 inh: -1; rCAG binder: 7

What do the screens show for `CC(=O)Nc1ccc(S(=O)(=O)NCCc2c[nH]c3ccc(C)cc23)cc1`?
HTRA1 inh: 5; SIAE primary: 7; MBD2 inh: -1; TDP2 inh: -10; ABHD4 inh: 1; PRMT1 inh: -1; LEDGF integ inh: 3; GC-B act: -3; TCR CD3 inh: 6; rCAG binder: -1

Results for c1ccc(CCN2CN=C(Nc3nc4ccccc4o3)NC2)cc1 ?
HTRA1 inh: -2; SIAE primary: 0; MBD2 inh: -5; TDP2 inh: 4; ABHD4 inh: 5; PRMT1 inh: -2; LEDGF integ inh: -1; GC-B act: 1; TCR CD3 inh: 4; rCAG binder: 1

What do the screens show for `COc1ccc(C(=O)c2c(C)oc3ccc(O)cc23)c(OC)c1`?
HTRA1 inh: -12; SIAE primary: 4; MBD2 inh: 2; TDP2 inh: 9; ABHD4 inh: -3; PRMT1 inh: 0; LEDGF integ inh: 2; GC-B act: 2; TCR CD3 inh: 5; rCAG binder: -3

How did CC(=O)NCCC(=O)Nc1cc(S(=O)(=O)N2CCCCC2)ccc1Oc1ccccc1 do in these assays?
HTRA1 inh: -5; SIAE primary: -2; MBD2 inh: -2; TDP2 inh: -6; ABHD4 inh: 3; PRMT1 inh: -1; LEDGF integ inh: 1; GC-B act: -4; TCR CD3 inh: 7; rCAG binder: -2

Results for CC(C)n1cc(/C=C2/SC(=O)N(CC(=O)Nc3ccc4c(c3)OCO4)C2=O)c2ccccc21 ?
HTRA1 inh: 4; SIAE primary: -2; MBD2 inh: -4; TDP2 inh: 9; ABHD4 inh: -4; PRMT1 inh: -3; LEDGF integ inh: 2; GC-B act: -3; TCR CD3 inh: 4; rCAG binder: 9

What do the screens show for `CC1CCN(C(=O)c2ncn3c2c(=O)[nH]c2cccnc23)CC1`?
HTRA1 inh: 3; SIAE primary: 3; MBD2 inh: -4; TDP2 inh: -2; ABHD4 inh: -1; PRMT1 inh: 1; LEDGF integ inh: -2; GC-B act: 4; TCR CD3 inh: 0; rCAG binder: 4

What do the screens show for `CC(C)(C)c1ccc(OCCOCCn2cnc3ccccc3c2=O)cc1`?
HTRA1 inh: -3; SIAE primary: -4; MBD2 inh: 4; TDP2 inh: -4; ABHD4 inh: -5; PRMT1 inh: 0; LEDGF integ inh: -3; GC-B act: 0; TCR CD3 inh: 4; rCAG binder: -5

What do the screens show for `Cn1c(NCc2ccccc2)nc2cc(-c3cccc(C(F)(F)F)c3)sc2c1=O`?
SIAE primary: -3; MBD2 inh: 2; TDP2 inh: 0; ABHD4 inh: -8; PRMT1 inh: -5; LEDGF integ inh: 1; GC-B act: -4; TCR CD3 inh: 4; rCAG binder: 1

What do the screens show for `Cc1c(C)n(Cc2ccccc2)c2ncnc(NN)c12`?
HTRA1 inh: 13; SIAE primary: 1; MBD2 inh: 0; TDP2 inh: -16; ABHD4 inh: 3; PRMT1 inh: 1; LEDGF integ inh: -1; GC-B act: -1; TCR CD3 inh: 2; rCAG binder: 2

Results for CCN(CC)S(=O)(=O)c1ccc(Cl)c(NC(=O)COC(=O)c2nc3nc(C)cc(C)n3n2)c1 ?
HTRA1 inh: 7; SIAE primary: 2; MBD2 inh: 1; TDP2 inh: 5; ABHD4 inh: 7; PRMT1 inh: 9; LEDGF integ inh: -2; GC-B act: 2; TCR CD3 inh: 5; rCAG binder: 5

Results for CC(C)CN(C(=O)COC(=O)c1nc(Cl)ccc1Cl)C1CCS(=O)(=O)C1 (stereo unspecified) ?
HTRA1 inh: -6; SIAE primary: -3; MBD2 inh: 10; TDP2 inh: -9; ABHD4 inh: -8; PRMT1 inh: 5; LEDGF integ inh: -5; GC-B act: -2; TCR CD3 inh: -3; rCAG binder: 2

How did CCn1c(SCC(=O)NCC2CCCO2)nc2c(c1=O)SC(C)C2 (stereo unspecified) do in these assays?
HTRA1 inh: -4; SIAE primary: 5; MBD2 inh: 5; TDP2 inh: -4; ABHD4 inh: 4; PRMT1 inh: 4; LEDGF integ inh: -2; GC-B act: -2; TCR CD3 inh: -8; rCAG binder: 1

How did Cc1ccc(Cn2ncc(Cl)c(Cl)c2=O)cc1 do in these assays?
HTRA1 inh: 6; SIAE primary: 12; MBD2 inh: 1; TDP2 inh: 7; ABHD4 inh: -5; PRMT1 inh: -2; LEDGF integ inh: 1; GC-B act: -4; TCR CD3 inh: 1; rCAG binder: 0

What do the screens show for `CCOC(=O)CSc1nnc(-c2ccccc2OC)o1`?
HTRA1 inh: 9; SIAE primary: -2; MBD2 inh: 4; TDP2 inh: -12; ABHD4 inh: 2; PRMT1 inh: -4; LEDGF integ inh: -5; GC-B act: -1; TCR CD3 inh: -9; rCAG binder: -4

What do the screens show for `O=C(Nc1ccccc1-c1ccccc1)c1ccccc1Br`?
HTRA1 inh: -5; SIAE primary: 10; MBD2 inh: 3; TDP2 inh: 6; ABHD4 inh: -3; PRMT1 inh: -6; LEDGF integ inh: 1; GC-B act: -13; TCR CD3 inh: -3; rCAG binder: -2

Results for CN(C)c1ccc(N=Cc2nc(-c3ccccc3)oc2OC(=O)c2cccc(Cl)c2)cc1 ?
HTRA1 inh: 4; SIAE primary: 0; MBD2 inh: 1; TDP2 inh: 1; ABHD4 inh: 6; PRMT1 inh: -1; LEDGF integ inh: -5; GC-B act: -7; TCR CD3 inh: -1; rCAG binder: -1

How did C[C@H](CO)N1C[C@H](C)[C@@H](CN(C)C(=O)NC2CCCCC2)Oc2ncc(Br)cc2C1=O do in these assays?
HTRA1 inh: 7; SIAE primary: 5; MBD2 inh: 6; TDP2 inh: -1; ABHD4 inh: 5; PRMT1 inh: -2; LEDGF integ inh: 5; GC-B act: -3; TCR CD3 inh: 0; rCAG binder: 2

What do the screens show for `Cc1ccc(-c2ccc(/C=N/c3ncn[nH]3)o2)cc1Cl`?
HTRA1 inh: -30; SIAE primary: 1; MBD2 inh: -5; TDP2 inh: 14; ABHD4 inh: -6; PRMT1 inh: 1; LEDGF integ inh: 0; GC-B act: -6; TCR CD3 inh: 5; rCAG binder: 4

What do the screens show for `O=C(Nc1n[nH]c(C(F)(F)F)n1)C1CC1`?
HTRA1 inh: 6; SIAE primary: 9; MBD2 inh: 5; TDP2 inh: 14; ABHD4 inh: 6; PRMT1 inh: 4; LEDGF integ inh: -4; GC-B act: 1; TCR CD3 inh: -7; rCAG binder: -3

How did C=CCc1cccc(/C=N/n2cnnc2)c1O do in these assays?
HTRA1 inh: -2; SIAE primary: 10; MBD2 inh: 1; TDP2 inh: 8; ABHD4 inh: -1; PRMT1 inh: 1; LEDGF integ inh: -2; GC-B act: 2; TCR CD3 inh: -3; rCAG binder: -11
